EBI2 antag – blocks human EBI2 receptor beta-arrestin signaling; P32249; EBI2 beta-arrestin recruitment, luminescence, 7a,25-OHC stimulated; inhibition, % at 5 µM; actives 0.81% (n = 360,000); AID 651636; in the data active = inhibition above about 38%;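 note: enzyme fragment complementation signal reports receptor beta-arrestin coupling in cells; 0% = agonist plus DMSO wells and 100% = wells without agonist; some results beyond the cut were filed as inactive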
UBC13 polyUb – blocks human UBC13 polyubiquitin chain formation. TR-FRET. AID 485273. P61088. actives 0.47% (n = 330,000). inhibition, % at 20 µM; in the data active = inhibition above about 45%, passing the limit was not always enough; inconclusive = no clear call, values can overlap the other calls
Target sequence (P61088 whole entry, looked up): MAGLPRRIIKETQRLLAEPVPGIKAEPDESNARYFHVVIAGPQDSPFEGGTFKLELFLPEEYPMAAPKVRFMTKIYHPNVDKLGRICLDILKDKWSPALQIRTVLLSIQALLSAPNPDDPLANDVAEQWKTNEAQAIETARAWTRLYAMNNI
ATG4B inh – ATG4B (human) cysteine protease inhibition; ATG4B cleavage of LC3-PLA2, NBD-HPC fluorescence, 1 h; inhibition, % at 8.33 µM; Q9Y4P1; actives 0.51% (n = 340,000); in the data active = inhibition above about 40%
CCR6 antagonist – antagonists of human CCR6 receptor | P51684 | CHO-K1 CCR6 PathHunter beta-arrestin, luminescence, CCL20-stimulated | inhibition, % at 20 µM | actives 0.49% (n = 340,000);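 active = compounds whose inhibition of the agonist-driven luminescence signal at 20 µM reaches about 50%, limit read from the data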;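 note: cells stimulated with CCL20 at 14 nM final; plate controls were DMSO with CCL20 for no effect and DMSO without agonist for full effect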
CXCR6 block – blocks human CXCR6 beta-arrestin recruitment; O00574; CHO-K1 PathHunter CXCR6 beta-arrestin, luminescence; inhibition, % at 20 µM; actives 0.36% (n = 360,000); in the data active = inhibition above about 34%, passing the limit was not always enough;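 note: antagonist mode with CXCL16 agonist at 10 nM final; 0% = 10 nM CXCL16 with DMSO and 100% = unstimulated wells without agonist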
Target sequence (O00574 whole entry, looked up): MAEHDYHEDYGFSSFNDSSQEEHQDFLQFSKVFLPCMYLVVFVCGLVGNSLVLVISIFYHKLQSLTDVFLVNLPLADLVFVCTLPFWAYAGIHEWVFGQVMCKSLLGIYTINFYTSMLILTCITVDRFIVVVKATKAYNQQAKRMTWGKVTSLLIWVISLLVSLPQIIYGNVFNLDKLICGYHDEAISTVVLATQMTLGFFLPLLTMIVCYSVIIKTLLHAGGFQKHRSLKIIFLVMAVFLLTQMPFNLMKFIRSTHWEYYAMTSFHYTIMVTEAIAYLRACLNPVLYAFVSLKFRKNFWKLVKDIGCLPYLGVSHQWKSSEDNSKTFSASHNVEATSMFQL
APJ antag – APJ receptor antagonism; P35414; CHO-K1 APJ beta-arrestin complementation, luminescence; inhibition, % at 20 µM; actives 0.32% (n = 330,000);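 active = inhibition above about 40% at 20 µM, limit read from the data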;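 note: cells challenged with 10 nM apelin-13 agonist together with compound; plate controls were apelin-13 plus DMSO wells for no effect and DMSO wells lacking apelin-13 for full effect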
Target sequence (P35414 whole entry, looked up): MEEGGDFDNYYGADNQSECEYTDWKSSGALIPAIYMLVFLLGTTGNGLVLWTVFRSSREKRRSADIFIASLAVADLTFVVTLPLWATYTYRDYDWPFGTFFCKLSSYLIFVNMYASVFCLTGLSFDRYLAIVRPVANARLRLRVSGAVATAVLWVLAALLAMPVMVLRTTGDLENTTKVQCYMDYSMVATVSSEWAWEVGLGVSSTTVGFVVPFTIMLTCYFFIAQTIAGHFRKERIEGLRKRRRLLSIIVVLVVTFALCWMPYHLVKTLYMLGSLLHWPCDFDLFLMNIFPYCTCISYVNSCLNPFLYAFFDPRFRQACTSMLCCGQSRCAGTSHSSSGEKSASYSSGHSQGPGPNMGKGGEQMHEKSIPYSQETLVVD
APJ ag – agonists of human APJ apelin receptor | P35414 | CHO-K1 APJ PathHunter beta-arrestin, luminescence; 0% DMSO wells, 100% apelin | activation, % at 20 µM | actives 0.11% (n = 330,000);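 active = activation more than six SD over the plate average, tested at 20 µM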;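 note: 0% = DMSO alone and 100% = apelin-13 at 10 nM; some results filed as inactive read as strong as hits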
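Assay system: CHO-K1 APJ beta-arrestin complementation cell line / Compound: single test compound dose, 20 µM final, 1% DMSO / Times: overnight seeding, 90 min compound at 25 °C, 1 h detection / Technique: beta-gal luminescence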
Gli-Sufu antag – blocks Gli-Sufu signaling in a luciferase reporter; Sufu-KO-LIGHT fibroblasts, Gli luciferase reporter luminescence; inhibition, % at 5 µM; actives 0.74% (n = 340,000); AID 588413;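 active = inhibition above about 55%, limit read from the data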;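 note: 0% = DMSO-treated cells and 100% = wells with medium but no cells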
* marks the source's active call; other numbers are inactive results; ? = inconclusive; . = not tested or not shown.

SMILES	EBI2 antag	UBC13 polyUb	ATG4B inh	CCR6 antagonist	CXCR6 block	APJ antag	APJ ag	Gli-Sufu antag
COCC(C)n1c(SCc2cc(C(=O)OC)c(C)o2)nc2ccccc2c1=O (centres undefined)	13	24	4	19	-1	9	-2	10
COc1ccc(CC(=O)Nc2ccc(C(=O)O)cc2NC(=O)Cc2ccc(OC)cc2)cc1	-16	9	2	-7	9	-10	-4	-12
Cc1cccc(NC(=O)NCC(c2ccc(F)cc2)N2CCN(C)CC2)c1 (centres undefined)	11	8	-9	10	2	19	-4	-19
CCN(CC)CCN=CC1=C(O)CNC1=O	4	6	2	-8	-6	12	-4	-2
COCc1cccc(C(=O)NC(c2ccccc2)c2ccccc2)c1	-2	-3	-6	18	1	3	-1	16
Cc1cc(NC(=O)CSc2ccccn2)no1	-6	6	-4	4	9	-5	-3	-8
N=C1c2ccccc2CN1NC(=O)c1cccc(S(=O)(=O)N2CCCC2)c1	-4	-2	-3	-2	2	17	-3	1
O=C(Cn1nnc2ccccc21)OCc1ccccc1	0	4	-4	12	-3	2	-1	3
O=C(NCc1ccccc1)c1ccc2c(c1)OCCO2	6	2	1	-20	-21	1	1	-18
O=c1c2ccccc2nnn1CSc1nnc(-c2ccc3c(c2)OCO3)o1	4	-5	-2	6	3	10	2	-36
CCN(CC)C(=N)N1c2ccccc2CCC1C (centres undefined)	-9	-10	-13	13	4	0	-2	11
Cc1nc2[nH]c(=S)n(C)c(=O)c2nc1C	-16	-14	-5	11	-3	18	-1	-4
Cc1cccc(C(=O)NCC(=O)OCC(=O)N2CCCCC2)c1	-2	-6	1	-9	-3	-6	-2	-3
O=C(OCC(=O)N1CCCC1)c1ccc(Cl)nc1	-8	-1	-5	-2	-6	-4	-4	1
CC12CCC(C(=O)N3CCN(C(c4ccccc4)c4ccccc4)CC3)(OC1=O)C2(C)C (centres undefined)	17	-18	1	9	-2	0	-2	7
COc1ccc(CN(CC(=O)NC2CCCC2)C(=O)CCC(=O)Nc2nc(C)cs2)cc1	-5	4	-6	6	1	2	-2	-7
CC1Cc2nc(SCC(=O)Nc3ccccc3F)n(C)c(=O)c2S1 (centres undefined)	-1	-4	-5	16	0	-30	-1	6
Cc1cccc(C(C)n2nnc3ccccc32)c1O (centres undefined)	7	10	-3	1	4	-11	6	-7
O=C(c1ccc(F)cc1)c1cn(Cc2ccc(F)cc2)c2cc3c(cc2c1=O)OCCO3	9	?	-18	11	6	3	-1	27
O=C(c1cccs1)N1N=C(c2ccc(O)cc2)CC1c1ccccc1 (centres undefined)	8	5	18	22	10	-6	-2	10
CCNC(=S)NNC(=O)c1ccoc1C	-15	-5	1	-10	8	-3	-2	6
C/C(=N\NC(=O)c1ccc(Cn2cc(Br)cn2)o1)c1cccc(NC(=O)C(C)(C)C)c1	4	-2	-10	-8	-1	-19	6	0
COC1CCCN(C(=O)c2cccc(OC3CCN(S(C)(=O)=O)CC3)c2)C1 (centres undefined)	1	2	-3	8	-3	10	-3	-12
NNC(=O)C=C1CCN(c2ncc(C(F)(F)F)cc2Cl)CC1	2	-1	-3	-8	-6	5	0	-23
Cc1ccccc1S(=O)(=O)Cc1ccc(C(=O)N2CCN(C3CCCCC3)CC2)o1	-4	2	-8	8	-4	-7	-1	13
Cc1ccc(-n2c(C)nc3c(cnn3-c3ccc(F)cc3)c2=O)cc1C	-5	0	-11	6	-5	4	4	19
Cc1ccc(NC(=O)CNc2ccccc2CN(C)C2CCCCC2)cc1	-2	11	6	24	6	1	-4	25
COc1cc(OC)cc(C(=O)Nc2cccc3cccnc23)c1	3	0	1	8	3	-21	1	17
CCOC(CCc1c(C)nc(NC(C)=O)[nH]c1=O)OCC	5	.	-2	0	0	.	.	5
Cn1c(=O)oc2cc(S(=O)(=O)NCCc3ccccc3)ccc21	-1	1	-8	-6	8	-4	-4	-25
CCCn1c(N)c(C(=O)CSc2nc(C)nc3sc(C)c(C)c23)c(=O)[nH]c1=O	8	24	-1	5	-9	15	-6	-4
COc1ccc(-c2ccc(S(=O)(=O)N3CCCC3)cc2)cc1	2	7	-1	0	-5	-9	0	1
COc1ccc(S(=O)(=O)NCC2CCCN(Cc3ccccc3Cl)C2)cc1 (centres undefined)	2	2	6	20	2	-3	-3	12
CCn1ncc(Cl)c1C(=O)NC(C)c1ccccc1 (centres undefined)	-11	-1	-2	12	-3	14	-2	1
Cc1cccc(C(=O)OCC(=O)N2CCCCCC2)c1	2	7	-3	-7	9	13	-5	5
O=C(OCc1ccc(F)cc1)c1ccc2c(c1)-c1ccccc1C2=O	-4	15	-7	13	-3	-11	-3	-3
Cc1ccc(C(=O)CSc2ncnc3sc4c(c23)CCCC4)cc1	7	8	-11	1	-2	6	-3	10
CN(C)C(CNC(=O)c1ccc(S(=O)(=O)N(C)C)cc1)Cc1ccccc1 (centres undefined)	-1	7	-2	-6	-4	8	-1	9
COc1ccccc1NC(=O)Cn1cnc2c(oc3nc4c(cc32)CCCC4)c1=O	3	2	-9	6	7	3	-6	-6
Cc1ccc(NC(=O)N2N=C(c3ccc(F)cc3)CC2c2ccc(F)cc2)cc1 (centres undefined)	1	-19	-13	5	9	-13	-1	-7

An excerpt from above in order of their number in UBC13 polyUb, lowest first.
Compound | EBI2 antag | UBC13 polyUb | ATG4B inh | CCR6 antagonist | CXCR6 block | APJ antag
CCNC(=S)NNC(=O)c1ccoc1C | -15 | -5 | 1 | -10 | 8 | -3
C/C(=N\NC(=O)c1ccc(Cn2cc(Br)cn2)o1)c1cccc(NC(=O)C(C)(C)C)c1 | 4 | -2 | -10 | -8 | -1 | -19
NNC(=O)C=C1CCN(c2ncc(C(F)(F)F)cc2Cl)CC1 | 2 | -1 | -3 | -8 | -6 | 5
COC1CCCN(C(=O)c2cccc(OC3CCN(S(C)(=O)=O)CC3)c2)C1 (centres undefined) | 1 | 2 | -3 | 8 | -3 | 10
COc1ccc(-c2ccc(S(=O)(=O)N3CCCC3)cc2)cc1 | 2 | 7 | -1 | 0 | -5 | -9

An excerpt from above, limited to EBI2 antag.
smiles	EBI2 antag
CCCn1c(N)c(C(=O)CSc2nc(C)nc3sc(C)c(C)c23)c(=O)[nH]c1=O	8
COc1ccc(-c2ccc(S(=O)(=O)N3CCCC3)cc2)cc1	2

(list continues)
SMILES	EBI2 antag	UBC13 polyUb	ATG4B inh	CCR6 antagonist	CXCR6 block	APJ antag	APJ ag	Gli-Sufu antag
Cc1c(C(=O)NCc2cccnc2)oc2c1C(=O)CC(C)(C)C2	-6	8	-11	7	-3	-10	-2	3
CCOc1ccc(-c2nc(CSCC(=O)N3CCN(c4cccc(OC)c4)CC3)c(C)o2)cc1	7	14	-24	1	3	-4	5	8
O=C(NCc1ccccc1)c1ccc(CN2CCC(Cc3ccccc3)CC2)cc1	50*	11	5	8	5	1	-4	2
CCOc1ccc(NC(=O)c2ccc(N3CC4CC(C3)c3cccc(=O)n3C4)c(NC(=O)CCN3CCOCC3)c2)cc1 (centres undefined)	-8	2	-3	9	-4	0	-4	2
Cc1ncc(CO)c2c1Oc1nc(-c3ccccc3F)nc(SCC(=O)N(C)c3ccccc3)c1C2	-21	0	0	-16	-3	-40	11	16
COc1ccc2c3c([nH]c2c1)C1(NCC3)C(=O)Nc2ccccc21 (centres undefined)	6	9	3	11	-12	-3	-3	4
Cc1nn(-c2ccccc2)c(C)c1NC(=O)COC(=O)c1ccc(Cl)c(S(N)(=O)=O)c1	2	3	-14	-16	-3	-2	-1	-14
O=C(CC1SC(=NCc2ccccc2)NC1=O)Nc1ccccc1 (centres undefined)	7	-6	5	-1	-2	13	-3	-19
CC(C)(C)C(=O)C1=C(O)C(=O)N(Cc2ccccc2)C1c1ccccc1F (centres undefined)	-11	2	0	9	6	10	-2	9
COc1cccc(/C=C2/SC(=S)N(CC(=O)NC3C=CS(=O)(=O)C3)C2=O)c1 (centres undefined)	4	-14	6	-8	-1	2	-1	1
CCc1ccc(S(=O)(=O)N2CCN(C(=O)c3cccnc3)CC2)cc1	4	-4	-4	9	-2	8	-3	2
O=C(Cn1cc(C(F)(F)F)cc(Cl)c1=O)Nc1cccc(Cl)c1	-14	-2	-1	13	-2	-15	-1	-12
CCOC(=O)Cn1nnnc1C(CC)N(Cc1cc2ccc(C)cc2[nH]c1=O)C1CCCC1 (centres undefined)	0	-1	-7	7	4	3	-2	8
O=c1[nH]c(C2CCN(S(=O)(=O)c3ccccc3)CC2)nc2c1nnn2Cc1cccc(Cl)c1	6	0	-3	5	1	6	-3	-4
C=CCOC(=O)C1=C[C@@H](c2ccc3c(c2)OCO3)C[C@@H](OCCCCO)O1	0	-8	6	5	1	10	2	99*
C=CCNC(=S)N1CCC(C(=O)c2ccc(F)cc2)CC1	-11	-1	-3	12	-5	-13	3	25
CCc1cccc(C)c1NC(=S)NCc1cccn1C	8	-2	2	5	5	12	-2	-12
CC(C)Cc1nnc(NC(=O)C2CCCC2)s1	-3	-2	-1	0	14	-11	1	-22
Cc1ccccc1-n1c(C)nnc1SC(C)C(=O)NCC1CCCO1 (centres undefined)	-5	12	0	5	-10	7	-6	-3
N#Cc1c(-c2ccco2)cc(C2CC2)nc1SCC(=O)c1ccccc1	9	0	4	6	-1	-5	-2	1
Nc1ccc(S(=O)(=O)Nc2nccc(/C=C/c3ccc(Cl)cc3)n2)cc1	1	2	2	12	-3	13	2	21
c1ccc(C2[C@H]3CN(CC4CCCCC4)[C@H](c4ccccc4)C34CC2(c2cccnc2)C4)cc1 (some centres undefined)	-21	-2	8	-8	14	-36	2	13
Cc1cc(C)c(OCC(=O)OC(C)C(=O)NC2CC2)c(C)c1 (centres undefined)	11	-8	-6	10	7	11	0	3
COC(=O)Cc1ccc(NC(=S)NNC(=O)c2ccccc2Br)cc1	-4	0	2	23	5	15	-5	-14
COc1cc(/C=C2/C(=N)N3OC(C)=CC3=NC2=O)ccc1OC(=O)c1ccco1	3	5	0	9	1	11	-3	-2
COc1cccc(-c2cc(C(=O)Nc3nc4ccccc4s3)c3ccccc3n2)c1	-9	-1	-10	15	6	17	-6	29
c1ccc(Cc2nnc3sc(C4COc5ccccc5O4)nn23)cc1 (centres undefined)	1	3	5	12	6	6	-5	4
Oc1[nH]c2c(Cl)cc(Cl)cc2c1N=NC(=S)NCC1CCCO1 (centres undefined)	29	-43	-5	58*	36	40*	-1	37
Cc1ccc(C)n1NC(=O)c1ccc(Cl)cc1Cl	-7	-9	1	0	0	8	-1	-2
CC(C)Nc1nc(NC(C)C)nc(OCCOC(=O)Nc2ccccc2)n1	5	12	2	-8	0	-29	-3	-10
CC1(C)OC(=O)C(=CNn2cnc3ccccc3c2=O)C(=O)O1	1	-4	-7	-9	-6	5	-3	-5
O=C(CSc1nnc(-c2ccco2)n1Cc1ccccc1)c1ccc(F)cc1	14	6	12	21	8	17	-2	-19
COc1ccccc1CNC(=O)c1nn(-c2ccc(C)cc2)c(=O)c2c1c1ccccc1n2C	8	28	1	10	-5	11	-4	12
Nc1nc(-c2ccco2)nn1C(=O)CCc1ccccc1	-8	-2	-5	-3	-2	-21	0	-5
CC[N+](CC)(CC)C/C=C/CN1CCCCC1	-7	-2	1	-5	-7	-1	-2	1
CC(NC(=O)c1cc(COc2c(F)cccc2F)on1)c1cnn(-c2ccccc2)c1 (centres undefined)	11	4	37	4	-2	0	-4	-3
CC(C)C(NS(=O)(=O)c1ccccc1)C(=O)OCC(=O)NNC(=O)c1ccccc1 (centres undefined)	53*	-1	-1	-2	-9	-40	-8	-7
Cc1onc(C(=O)Nc2cccc(C(F)(F)F)c2)c1[N+](=O)[O-]	12	1	3	10	0	-27	5	-1
O=C(Nc1ccc(Br)cc1)c1cccc(N2C(=O)C3CCCCC3C2=O)c1 (centres undefined)	10	7	3	10	-18	-1	0	0
COc1ccccc1CNC(=O)[C@@H]1CCCN1S(=O)(=O)c1ccccc1F	3	0	-2	11	6	-8	2	29
CC(C)Sc1oc(-c2ccco2)nc1S(=O)(=O)c1ccccc1	-4	-6	1	15	2	8	-6	-4
CC(=O)N1CCC(C(=O)Nc2nc(-c3ccccc3)ns2)CC1	-15	13	7	3	-3	7	2	-14

Screening data (PubChem)

This is a random part of the collection; 3% or so of the library scored in one or more.
